ADAM17 inh: ADAM17 inhibition, QFRET primary screen; inhibition, % at 6.95 µM; 370,000 compounds, 0.83% hits; recombinant ADAM17, EDANS/DABCYL FRET peptide cleavage; AID 720648; P78536;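 active means inhibition above the mean of compounds lying between control limits plus 3 SD, set per campaign, cut at about 8.5% in these data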;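 further: 0% = DMSO-only wells as the low control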
PLC-gamma1 inh: blocks human PLC-gamma1 enzyme activity | P19174 | purified PLC-gamma1, fluorogenic substrate, fluorescence | inhibition, % at 12.2 µM | 370,000 compounds, 0.84% hits | AID 720700; in the data active means inhibition above about 9.5%
TDP2 absorb: TDP2 (human) inhibition, absorbance primary screen; inhibition, % at 12.8 µM; recombinant TDP2, T5PNP hydrolysis, p-nitrophenol absorbance 415 nm; AID 720702; 370,000 compounds, 0.34% hits;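 active means inhibition above the mean of all tested compounds plus 3 SD, set per campaign, cut at about 25% in these data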;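 further: 0% = DMSO with enzyme and 100% = buffer with substrate but no TDP2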
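Incubation: 2 h at 37 °C; Test system: recombinant human TDP2; Quantity: enzyme 120 nM; Read-out basis: percent inhibition; Medium: 50 mM Tris-HCl pH 7.5 with Mg2+, KCl, DTT, BSA; Repeats: single replicate; Compound: 12.8 µM single point, 1% DMSO; Signal: epi absorbance; Reagent: 5 mM T5PNP chromogenic substrate; Benchmarks: no-enzyme high, DMSO-plus-enzyme low.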
KLK7 zymogen act: proKLK7 (human) activation, primary screen; P49862; purified proKLK7, EDANS-DABCYL substrate fluorescence; 100% is mature enzyme control, 0% vehicle; activation, % at 7 µM; 370,000 compounds, 0.9% hits; AID 652039;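 active means activation above the mean of all tested compounds plus 3 SD, computed per campaign excluding outliers beyond control limits, cut at about 13% in these data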
DDE Tn6 FP inh: inhibitors of Tn6 peptide binding to human fibrin DD(E). Fibrin DD(E) TRITC-Tn6 fluorescence polarization displacement. inhibition, % at 8.3 µM. 370,000 compounds, 0.21% hits. AID 720509;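 active means inhibition above a per-campaign cutoff: mean of compounds within control limits plus 3 SD, cut at about 15% in these data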;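 further: 0% = median of all compound wells on the plate and 100% = blocking peptide control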
Target sequence (P02675 whole entry, looked up): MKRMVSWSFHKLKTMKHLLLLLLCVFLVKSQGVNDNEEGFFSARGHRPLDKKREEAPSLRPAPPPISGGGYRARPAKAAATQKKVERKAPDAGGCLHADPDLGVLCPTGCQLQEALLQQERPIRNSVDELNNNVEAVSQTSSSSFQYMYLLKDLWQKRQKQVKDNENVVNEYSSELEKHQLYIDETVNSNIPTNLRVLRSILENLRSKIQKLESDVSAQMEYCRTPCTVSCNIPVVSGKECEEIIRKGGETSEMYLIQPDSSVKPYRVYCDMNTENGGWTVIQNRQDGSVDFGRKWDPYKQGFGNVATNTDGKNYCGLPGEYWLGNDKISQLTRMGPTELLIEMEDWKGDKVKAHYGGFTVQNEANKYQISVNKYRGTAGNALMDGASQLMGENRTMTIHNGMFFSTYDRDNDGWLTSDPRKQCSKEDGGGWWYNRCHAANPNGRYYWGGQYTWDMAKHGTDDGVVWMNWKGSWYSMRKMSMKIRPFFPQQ
DDE Tn7 FP inh: DD(E)-Tn7 binding inhibition, primary FP screen | FP displacement of FITC-Tn7 peptide from fibrin DD(E); 0% = median of compound wells per plate | inhibition, % at 8.3 µM | 370,000 compounds, 0.13% hits;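 active means inhibition above the mean of compounds falling within the control limits plus 3 SD of them, cut at about 14% in these data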;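 further: 0% = plate median of compound wells and 100% = 10 µM Aha-Tn7 peptide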
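assay system = human clot-derived fibrin DD(E) complex | quantity = Fibrin-DD(E) at 2 µM final | timing = 10 min preincubation, 3 h with tracer, room temperature | signal = fluorescence polarization | measure = percent inhibition | benchmarks = high control wells with 10 µM unlabelled Aha-Tn7 peptide (full inhibition) | replicates = singlicate testing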
ARFGAP1 inh: inhibits rat ARF GTPase activating protein 1. Q62848. 360,000 compounds, 0.26% hits. inhibition, % at 16.5 µM. Arfgap1-stimulated ARF1 GTP hydrolysis, GDP FP detection;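 active means inhibition above a per-plate limit, mean inhibition of low control wells plus 3 SD, cut at about 25% in these data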;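 further: 0% = DMSO wells with enzyme and 100% = wells lacking Arfgap1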
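Material – truncated rat Arfgap1 GAP domain · Buffer or medium – HEPES-based buffer, pH 7.5 · Reagent – human ARF1(Δ1-17)-GTP substrate · Dosing – 16.5 µM single point, 1.26% DMSO · Schedule – GTP hydrolysis reaction 2 h at 25 °C · Technique – GDP detection by fluorescence polarization · Benchmarks – No-Arfgap1 wells (100%) versus DMSO full-reaction wells (0%) · Repeats – single replicate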
ASAP1 inh: inhibitors of human ASAP1 ArfGAP activity; ASAP1-stimulated ARF1 GTP hydrolysis, GDP FP detection; AID 624377; Q9ULH1; 360,000 compounds, 0.19% hits; inhibition, % at 16.5 µM; in the data active means inhibition above about 25%;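 further: 0% = vehicle with enzyme and substrate and 100% = no enzyme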
LEDGF integ inh: blocks HIV-1 LEDGF/p75-dependent DNA integration | AID 743269 | 370,000 compounds, 0.64% hits | TR-FRET IN-LEDGF/p75 DNA integration, Eu/Cy5 | inhibition, % at 3.7 µM;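 active means inhibition above the screen-wide mean plus 3 SD, cut at about 13% in these data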;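 further: signal is the Cy5 over europium emission ratio at 671 and 618 nm; 0% = plate median of compound wells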
ADAM10 inh: inhibits human ADAM10; O14672; recombinant ADAM10, EDANS/DABCYL FRET peptide cleavage, 3 h; inhibition, % at 7 µM; 370,000 compounds, 0.62% hits; AID 720582;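 active means inhibition above a per-campaign cutoff equal to the mean of compounds falling between control-based bounds plus 3 SD, cut at about 20% in these data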;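 further: 0% = DMSO wells while the 100% control is not disclosed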
Target sequence (O14672 214-748 limits assumed): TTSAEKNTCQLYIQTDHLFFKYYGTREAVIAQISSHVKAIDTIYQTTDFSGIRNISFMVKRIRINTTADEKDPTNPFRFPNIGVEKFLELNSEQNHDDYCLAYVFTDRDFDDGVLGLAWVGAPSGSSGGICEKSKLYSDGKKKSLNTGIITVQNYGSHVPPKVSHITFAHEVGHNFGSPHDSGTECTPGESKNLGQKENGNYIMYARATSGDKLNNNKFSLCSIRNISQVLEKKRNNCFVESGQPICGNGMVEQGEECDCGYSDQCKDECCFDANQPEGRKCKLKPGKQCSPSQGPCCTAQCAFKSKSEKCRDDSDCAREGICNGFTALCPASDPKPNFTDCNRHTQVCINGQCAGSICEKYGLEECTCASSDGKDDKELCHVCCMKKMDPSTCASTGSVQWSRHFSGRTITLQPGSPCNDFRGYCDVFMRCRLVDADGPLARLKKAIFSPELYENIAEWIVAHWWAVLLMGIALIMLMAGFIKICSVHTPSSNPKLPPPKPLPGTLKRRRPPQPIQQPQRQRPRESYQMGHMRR
The depositor's hits bear a star; i = inactive; . = not tested or not shown.

The opening 2 records, to show the layout:
ADAM17 inh	PLC-gamma1 inh	TDP2 absorb	KLK7 zymogen act	SMILES	DDE Tn6 FP inh	DDE Tn7 FP inh	ARFGAP1 inh	ASAP1 inh	LEDGF integ inh	ADAM10 inh
-3	1	5	-0.2	CCOC(=O)Nc1c(C)n(C)n(-c2ccccc2)c1=O	-4	6	-2	18	0	-10
-4	-3	1	-0.3	O=C(CSc1ccccc1)N1CCN(c2ccccn2)CC1	3	-4	0	9	-1	-11

The list itself, repeating the preview:
ADAM17 inh	PLC-gamma1 inh	TDP2 absorb	KLK7 zymogen act	SMILES	DDE Tn6 FP inh	DDE Tn7 FP inh	ARFGAP1 inh	ASAP1 inh	LEDGF integ inh	ADAM10 inh
-3	1	5	-0.2	CCOC(=O)Nc1c(C)n(C)n(-c2ccccc2)c1=O	-4	6	-2	18	0	-10
-4	-3	1	-0.3	O=C(CSc1ccccc1)N1CCN(c2ccccn2)CC1	3	-4	0	9	-1	-11
-21	-113	-6	2.7	C[C@H](O)[C@@H]1CN2CCc3c([nH]c4ccccc34)[C@@H]2C[C@@H]1N(C)C(=O)Nc1ccccc1	-5	-3	-5	1	0	-75
1	-36	-2	0.6	Cc1cc(Nc2nc3ccccc3nc2Cl)n(-c2ccccc2C)n1	-5	-6	-11	0	1	4
-275	-287	7	14*	OC1c2c(F)cccc2N=C2CCCCN21 (stereo not drawn)	-1	1	4	2	-1	i
0	1	2	0.8	COc1ccccc1N1CCN(c2ccc3c(c2)S(=O)(=O)c2cccc(C(=O)NCc4ccc(F)cc4)c2C3=O)CC1	8	7	-1	11	4	1
-7	-3	7	-0.2	CCCCC(=O)NC(c1ccccc1Cl)c1c(O)ccc2ccccc12 (stereo not drawn)	0	1	6	0	2	-22
3	9	-15	-0.3	CCOc1ccccc1NC(=S)NCc1cccn1C	-6	-3	9	5	10	2
-210	-293	-6	31*	COc1ccc(C2Nc3ccccc3C(=O)N2NS(=O)(=O)c2ccc(C)cc2)cc1OC (stereo not drawn)	-16	2	4	1	-2	i
-4	-1	1	0.6	CNc1ncnc(Sc2ccc(Cl)cc2)c1[N+](=O)[O-]	8	-2	3	6	0	0
-1	1	-1	-0.3	Cc1cccc(NC(=O)CCc2ccccc2)c1	-3	-1	10	2	1	10
-3	0	-10	0.4	CCOC(=O)c1ccc2c(c1)nc(-c1ccccn1)n2CC	1	-3	4	3	-2	3

(further entries)
ADAM17 inh	PLC-gamma1 inh	TDP2 absorb	KLK7 zymogen act	SMILES	DDE Tn6 FP inh	DDE Tn7 FP inh	ARFGAP1 inh	ASAP1 inh	LEDGF integ inh	ADAM10 inh
-1	-1	19	0.3	COc1ccc(CCN2C(=O)N[C@@H](CCC(=O)O)C2=O)cc1	-6	-1	-16	-1	2	-1
-6	-1	-7	-0.2	CCOc1ccc(-c2noc(-c3ccncc3)n2)cc1OCC	-4	-1	-6	2	-2	-13
-10	-37	-1	-1.1	Cc1cc(C)n2c(SCC(=O)N(C)C3CCCCC3)nnc2n1	-2	2	-12	3	-3	-23
-78	-255	8	-0.5	Cc1c(CCC(=O)N2CCC[C@H]2C(=O)O)c(=O)oc2c(C)c3oc4c(c3cc12)CCCC4	-9	-4	7	-2	1	-311
0	-6	-15	0.5	OC[C@@H]1CN(Cc2ccc(Cl)cc2)C[C@H](n2cnc3c(Nc4ccccc4)ncnc32)O1	-7	2	6	-3	3	-8
0	5	-12	0.7	O=C(CN(C(=O)Cn1nnc(-c2ccc(F)cc2)n1)c1cccc(F)c1)NC1CCCC1	5	6	-3	-6	5	0
5	2	-5	-0.2	COC(=O)[C@]12C[C@H](CC(=O)NCc3cccs3)C(=O)N(Cc3ccc(Cl)cc3Cl)C1=C[C@H](C(C)C)O[C@@H]2C1CC1	3	2	.	.	-2	15
-10	-92	8	-5.8	COc1ccc(CNC(=O)C2CCN(c3cc(C(=O)Nc4cccc(OC)c4)ccn3)CC2)cc1	6	2	18	3	1	-43
1	6	-7	0.4	Cc1ccc(S(=O)(=O)NC2CC(C)(C)N(O)C(C)(C)C2)cc1	3	4	-11	-13	1	-4
-3	-3	8	0.0	CCOc1ccc(C(=O)c2cccs2)cc1	0	9	-10	15	0	-1
-1	6	3	0.9	COc1ccc(CCNC(=O)C2CCN(S(=O)(=O)c3ccc(NC(C)=O)cc3)CC2)cc1OC	-3	0	13	2	4	-2
-2	-4	-1	0.4	O=C(COC(=O)c1n[nH]c2ccccc12)Nc1ccccc1F	1	1	5	-1	1	-1

(cont.)
ADAM17 inh	PLC-gamma1 inh	TDP2 absorb	KLK7 zymogen act	SMILES	DDE Tn6 FP inh	DDE Tn7 FP inh	ARFGAP1 inh	ASAP1 inh	LEDGF integ inh	ADAM10 inh
-30	-26	-1	-1.4	Cc1ccccc1C1CC(c2ccc(Br)cc2)Nc2nc(N)nn21 (stereo not drawn)	-2	-1	-5	-6	-3	-107
-7	-10	1	-0.9	COC(=O)c1cc2c([nH]c1=O)CCCC2=O	-3	-12	4	7	3	-38
-3	1	1	0.1	COc1ccc(NC(=O)CSc2nnc(Cn3cnc4ccccc43)n2C)cc1	-2	4	-7	4	5	-3
-13	0	14	0.8	COc1ccc2cc(CN(CCO)C(=O)c3ccccc3F)c(=O)[nH]c2c1	2	5	-1	-2	0	-28
-1	-1	7	-0.8	Cc1c(Nc2ncnc3nc[nH]c23)c(=O)n(-c2ccccc2)n1C	-3	-5	-12	-8	0	-11
2	-1	-7	0.3	COc1ccc([C@H]2OC(=O)C[C@H]2C(=O)N2CCN(c3ccccc3C(F)(F)F)CC2)cc1OC	7	1	.	.	-2	-3
2	2	2	0.4	CSc1cccc(NC(=O)C(=O)NCc2ccccc2)c1	-4	7	0	-3	3	5
0	-1	-6	0.8	Cc1c[n+](CC(=O)c2ccccc2)cs1	0	1	4	-10	1	4
3	-1	-11	0.1	COCCN1C[C@@H](CO)O[C@@H](n2cnc3c(N(C)C(C)C)ncnc32)C1	-4	4	-7	-3	4	-4
i	i	6	81*	COc1cc(-c2nc3ccc(N4CCN(C)CC4)cc3[nH]2)cc(OC)c1OC	1	-7	17	6	2	i
0	0	-2	0.2	CC(C)CC(NC(=O)c1ccc(Cl)cc1)C(=O)O (stereo not drawn)	-2	-5	15	15	1	4
-1	0	4	0.1	CCCC(=O)Nc1ccccc1N1CCN(C(=O)C(C)C)CC1	-5	-7	7	-3	2	-2

(list continues)
ADAM17 inh	PLC-gamma1 inh	TDP2 absorb	KLK7 zymogen act	SMILES	DDE Tn6 FP inh	DDE Tn7 FP inh	ARFGAP1 inh	ASAP1 inh	LEDGF integ inh	ADAM10 inh
6	0	-4	-0.3	FC(F)(F)c1nnc2sc(-c3ccccn3)nn12	0	-1	0	3	-1	-13
-6	0	-1	-0.3	O=C(CNC(=O)Cc1ccccc1)NCC(=O)OCc1ccccc1	3	-8	-3	-7	-2	-1
1	2	3	-0.2	CSCc1ccc(C(=O)NCc2ccc(C)cc2)cc1	-7	-4	9	-12	4	1
-1	2	7	0.6	COc1ccc(N2CCN(C(=O)CCNS(=O)(=O)c3cccs3)CC2)cc1	-7	-8	-1	-8	-5	-4
-2	3	-1	-0.3	CC(C)N(C(=S)Nc1cccc(C(F)(F)F)c1)C(C)c1ccccn1 (stereo not drawn)	2	6	-7	-1	-2	-1
3	2	-15	0.0	CCN(CC)Cc1c(C(=O)N/N=C/c2c(Cl)cccc2Cl)nnn1-c1nonc1N	-3	-5	14	-1	0	12
0	4	-3	0.0	Cc1ccc(N=Nc2c(=O)[nH]n3c(=O)cc(C)[nH]c23)cc1	-6	-1	7	7	-2	3
-4	-1	-1	-0.1	CC(C)C(OC(=O)c1ccco1)C(=O)NCc1ccccc1 (stereo not drawn)	4	-1	-6	-1	-1	-4
0	4	0	0.4	Cc1ccc(CNC(=O)CN2C(=O)NC3(CCCC3)C2=O)cc1	0	2	3	6	-1	-5
-1	0	-3	0.3	COc1ccc(CCN2C(=O)CSCC2(C)C(=O)Nc2ccc3c(c2)OCCO3)cc1OC (stereo not drawn)	-3	-2	6	8	2	4
-4	0	3	-0.4	COc1ccc(C(=O)NCC2(c3ccccc3)CCOCC2)cc1[N+](=O)[O-]	4	-4	6	12	-1	-4
0	0	2	0.3	CCOc1cc(/C=C2\NC(=S)N(C)C2=O)ccc1OCc1ccc(C(=O)O)cc1	2	-3	20	10	-1	-4

(further entries)
ADAM17 inh	PLC-gamma1 inh	TDP2 absorb	KLK7 zymogen act	SMILES	DDE Tn6 FP inh	DDE Tn7 FP inh	ARFGAP1 inh	ASAP1 inh	LEDGF integ inh	ADAM10 inh
-1	-1	-6	0.5	Cc1ccc(S(=O)(=O)N2CCCC2C(=O)NCCc2ccccc2)cc1 (stereo not drawn)	4	6	0	-21	-2	-3
3	2	-8	-0.5	Cc1cccc(N(C(=O)c2nsc(Cl)c2Cl)C(C(=O)NC2CCCC2)c2ccc(O)cc2)c1 (stereo not drawn)	4	2	10	-6	-3	2
-3	1	6	0.2	NC(=S)Nc1cccc2cn[nH]c12	-2	-4	1	0	-1	-5
-1	2	2	-0.8	O=C(Nc1nnc(C2CC2)s1)c1cncc(Br)c1	-7	-1	0	1	-5	-14
-3	4	11	-0.3	CN(C)CCOC1c2ccccc2CCc2ccc3ccccc3c21 (stereo not drawn)	-5	-3	1	-7	4	0
-1	-6	-7	0.7	O=C(Nc1ccccc1C(=O)O)c1cc(S(=O)(=O)N2CCCCCC2)ccc1Cl	2	5	-7	-5	-2	-1

Arranged by value in DDE Tn7 FP inh (descending): three from the list above
Molecule | DDE Tn7 FP inh
Cc1ccc(S(=O)(=O)N2CCCC2C(=O)NCCc2ccccc2)cc1 (stereo not drawn) | 6
O=C(Nc1ccccc1C(=O)O)c1cc(S(=O)(=O)N2CCCCCC2)ccc1Cl | 5
O=C(Nc1nnc(C2CC2)s1)c1cncc(Br)c1 | -1

From PubChem
